MITF inh: MITF inhibitors, primary screen, biochemical, AlphaScreen, human | Microphthalmia-associated transcription factor (Homo sapiens), O75030 | AlphaScreen MITF homodimerization, bead proximity signal | inhibition, % at 2.6 µM | 650,000 compounds, 0.91% hits | AID 1259374, 2018; in the data active means inhibition above about 50%;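 further: 0% = vehicle wells with protein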
Target sequence (O75030 whole entry, looked up): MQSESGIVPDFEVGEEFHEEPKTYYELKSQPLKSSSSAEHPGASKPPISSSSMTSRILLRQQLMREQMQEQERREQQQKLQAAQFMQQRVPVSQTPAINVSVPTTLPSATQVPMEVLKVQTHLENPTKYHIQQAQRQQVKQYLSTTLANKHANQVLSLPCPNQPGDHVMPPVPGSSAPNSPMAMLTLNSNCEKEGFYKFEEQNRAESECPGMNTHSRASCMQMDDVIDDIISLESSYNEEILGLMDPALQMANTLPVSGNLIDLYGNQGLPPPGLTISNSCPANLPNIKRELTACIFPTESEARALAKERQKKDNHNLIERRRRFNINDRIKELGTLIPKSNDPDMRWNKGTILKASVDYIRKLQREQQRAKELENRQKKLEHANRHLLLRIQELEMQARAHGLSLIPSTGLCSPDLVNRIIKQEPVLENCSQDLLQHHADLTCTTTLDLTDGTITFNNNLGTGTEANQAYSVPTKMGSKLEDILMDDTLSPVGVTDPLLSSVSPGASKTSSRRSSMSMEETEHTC
TEAD-YAP inh: TEAD-YAP interaction inhibition, primary screen, TEAD-YAP interaction inhibitor project, luminescence, HEK-TIYL cells; TEAD-Gal4/YAP UAS-luciferase luminescence; 640,000 compounds, 1.4% hits; inhibition, % at 9.12 µM; in the data active means inhibition above about 32%;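 further: 0% = median of test compound wells and 100% = reference inhibitor wells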
GPR151 activ: activators of human GPR151, primary screen, cell-based, PathHunter beta-arrestin, luminescence. PathHunter beta-arrestin GPR151 cells. AID 1508602, 2020. activation, % at 11.2 µM. 650,000 compounds, 1% hits. G-protein coupled receptor 151 (Homo sapiens), Q8TDV0; in the data active means activation above about 4.9%;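 further: 0% = median of compound wells and 100% = cells with positive control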
Target sequence (Q8TDV0 whole entry, looked up): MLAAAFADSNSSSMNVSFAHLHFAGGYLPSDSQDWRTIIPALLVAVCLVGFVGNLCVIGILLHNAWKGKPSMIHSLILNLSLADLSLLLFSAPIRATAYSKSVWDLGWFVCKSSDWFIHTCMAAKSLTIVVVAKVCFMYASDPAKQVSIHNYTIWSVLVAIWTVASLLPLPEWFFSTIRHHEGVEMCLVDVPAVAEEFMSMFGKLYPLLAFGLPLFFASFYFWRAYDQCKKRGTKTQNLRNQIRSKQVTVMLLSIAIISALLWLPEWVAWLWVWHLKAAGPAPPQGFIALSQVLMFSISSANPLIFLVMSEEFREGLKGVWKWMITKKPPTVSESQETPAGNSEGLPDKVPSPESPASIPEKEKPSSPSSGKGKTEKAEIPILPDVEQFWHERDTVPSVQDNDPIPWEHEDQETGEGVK
FBW7 activator: FBW7 E3 ligase activators, primary screen, biochemical, AlphaScreen, human. 650,000 compounds, 0.13% hits. F-box/WD repeat-containing protein 7 (Homo sapiens), Q969H0. normalized activity (activation), % at 26.1 µM. AlphaScreen FBW7–phospho-cyclin E peptide binding, activator screen; in the data active means normalized activity above about 1.9%;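 further: purified mutant Fbw7 with reduced substrate affinity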
The depositor's hits bear a star; / = no result given; & = joins results of further samples.

Labels used below: A = MITF inh; B = TEAD-YAP inh; C = GPR151 activ; D = FBW7 activator
> CC/C=C\C[C@H](O)/C=C/[C@@H]1[C@@H](CC(=O)CCCCC(=O)O)[C@@H](O)C[C@H]1O
  A: 0	B: /	C: 3.2	D: /
> NC(=O)c1ccccc1NC(=S)NC(=O)c1ccc2ccccc2c1
  A: 11	B: 14	C: -1.4	D: 0.2
> COC(=O)CCc1sc(Nc2ccccc2)nc1-c1ccc(OC)cc1
  A: 9	B: -22	C: -2.4	D: -0.2
> Cc1ccc(/C(N)=N/OC(=O)c2ccc3ccccc3c2)cc1
  A: -6	B: -8	C: -0.2	D: 0.0
> COc1ccc(OC)c(CN2CCN(Cc3ccc(C(F)(F)F)cc3)CC2)c1
  A: 78*	B: -5	C: -0.4	D: -0.2
> C/C=C/c1ccccc1OCc1ccc(C(=O)OC)o1
  A: -3	B: -19	C: -0.3	D: 0.2
> OCCC1CN(Cc2cnn(-c3ccc(F)cc3)c2)CCN1C1CCCC1 (stereo not drawn)
  A: 10	B: 4	C: 0.6	D: 0.2
> O=C1CSC(c2ccc(F)cc2)N1c1cc(Cl)ccc1O (stereo not drawn)
  A: 7	B: 10	C: -1.0	D: 0.0
> CC(=O)c1c(C)oc2c1cc(O)c1c2c(-c2ccccc2)nn1-c1ccccc1
  A: 0	B: -5	C: -0.3	D: 0.0
> CCOc1cc(/C=C2\C(=O)N(CC)C(C)=C2C(=O)OC)ccc1O
  A: 11	B: -2	C: -1.4	D: -0.1
> CCOc1ccc(C2NC(=O)NC(O)(C(F)(F)F)C2C(=O)c2ccccc2)cc1OC (stereo not drawn)
  A: 9	B: 0	C: 0.9	D: -0.1
> C[C@@H](O)[C@@H]1NC(=O)[C@H]2CN(C(=O)c3ccccc3Cl)CCN2C1=O
  A: -8	B: 8	C: 1.0	D: 0.3
> Nn1cnn2c(SCC(=O)Nc3ccc(Cl)cc3)nnc12
  A: 12	B: -10	C: 0.6	D: 0.1
> O=C(/C=C/c1cccc([N+](=O)[O-])c1)OCCCN1C(=O)c2ccccc2C1=O
  A: -2	B: 2	C: -0.2	D: -0.1
> O=C(Nc1ccc(Br)cc1)N1CCC(CN2CCCC2)CC1
  A: -1	B: -14	C: -0.3	D: -0.1
> Clc1cc(Cl)c2c(c1)C=C1CCCCC1(N1CCCCC1)O2 (stereo not drawn)
  A: 5	B: -3	C: 0.7	D: 0.0
> COc1ccc(-n2c(SCc3ccc(Br)cc3)nc3sc4c(c3c2=O)CCC4)cc1
  A: 1	B: 5	C: 1.7	D: -0.3
> COc1ccc(C(=O)NC(c2ccc(OC)cc2)c2cc(Cl)c3cccnc3c2O)cc1 (stereo not drawn)
  A: 9	B: 26	C: -1.4	D: 0.3
> Cc1ccc(CNC(=O)c2ccc(F)cc2)cc1
  A: 12	B: -1	C: -1.4	D: 0.1
> COc1ccc2nc(Cl)c(Cl)nc2c1
  A: 6	B: 4	C: 0.2	D: 0.0
> COc1ccc(S(=O)(=O)Nc2cccnc2)cc1C(=O)O
  A: -4	B: -3	C: -0.1	D: -0.1
> CCN(CC)C(=O)Cc1c(OC)ccc2cc(Br)ccc12
  A: 9	B: 0	C: 1.1	D: 0.0
> CC(=O)Nc1ccc(C(=O)NC2CCCC2)cc1
  A: 24	B: 4	C: 0.5	D: 0.1
> NS(=O)(=O)c1ccc(NC(=O)CCC(=O)O)cc1
  A: 8	B: 6	C: -0.2	D: -0.1
> COc1ccc2c(c1)O[C@@H](c1ccc3c(c1)OCO3)C(OC(=O)NCCOc1ccccc1)C2=O (stereo partly drawn)
  A: 3&1	B: /	C: 0.7&3.1	D: -0.1&0.1

In the list so far, these have an aryl thioether with sulfur outside any ring.
Labels used below: A = MITF inh; B = TEAD-YAP inh; C = GPR151 activ; D = FBW7 activator
> Nn1cnn2c(SCC(=O)Nc3ccc(Cl)cc3)nnc12
  A: 12	B: -10	C: 0.6	D: 0.1
> COc1ccc(-n2c(SCc3ccc(Br)cc3)nc3sc4c(c3c2=O)CCC4)cc1
  A: 1	B: 5	C: 1.7	D: -0.3

The listing continues.
Labels used below: A = MITF inh; B = TEAD-YAP inh; C = GPR151 activ; D = FBW7 activator
> O=S(=O)(NCCc1ccsc1)c1ccccc1Br
  A: -4	B: 2	C: -0.9	D: 0.0
> Brc1ccc(-c2csc(N3CCC(Cc4ccccc4)CC3)n2)cc1
  A: 3	B: 9	C: 1.6	D: 0.0
> C/C(=N\NC(=O)c1c(C)nnn1-c1nonc1N)c1ccc2ccccc2c1
  A: -10	B: -12	C: -1.0	D: 0.0
> CC(C)NC(=O)C(C)Oc1ccc(Cl)cc1Cl (stereo not drawn)
  A: -4	B: -4	C: 2.2	D: -0.2
> O=C(NNC(=S)NCc1ccco1)c1ccc(-n2cccc2)cc1
  A: -22	B: -2	C: 1.1	D: -0.1
> Cc1cccc(NS(=O)(=O)c2c(C)nn(C)c2C)c1C
  A: 9	B: 4	C: 0.4	D: 0.0
> CCOc1ccc(Nc2nc(-c3ccc([N+](=O)[O-])cc3)c(C(=O)Nc3cccc(C)c3)s2)cc1
  A: 7	B: -4	C: 0.0	D: 0.2
> COc1ccc(C2C(C(=O)N3CCCCCC3)c3ccccc3C(=O)N2C)cc1OC (stereo not drawn)
  A: 13	B: 3	C: -0.3	D: 0.0
> Cc1nc2cnc(-c3ccc(O)cc3)cn2c1NC(=O)c1ccccc1
  A: -3	B: 8	C: -0.5	D: 0.0
> CC1CCC2C(=O)N(c3cccc(C(=O)Nc4nc5ccccc5s4)c3)C(=O)C2C1 (stereo not drawn)
  A: 5	B: -1	C: 0.2	D: -0.1
> CCOC(=O)C1(C(F)(F)F)N=C(N2CCCCC2)OC(N2CCCCC2)=N1
  A: 1	B: -1	C: -0.8	D: 0.4
> C=CCN1CCN(C(c2ccccc2OC)c2nnnn2Cc2ccccc2)CC1 (stereo not drawn)
  A: -3	B: -5	C: 0.4	D: 0.1
> COc1ccc(C2c3cc(OC)c(OC)cc3CCN2S(C)(=O)=O)cc1OC (stereo not drawn)
  A: 17	B: 4	C: -1.8	D: 0.7
> CC[C@H](C)[C@@H]1NC(=O)[C@H]2CN(Cc3cnn(-c4ccc(C)cc4)c3)CCN2C1=O
  A: 12	B: -1	C: -0.3	D: 0.3
> Cc1nc2ncnn2c(N2CCNCC2)c1Cc1ccccc1
  A: 4	B: 2	C: 0.1	D: -0.2
> CC(C)n1c(N2CCC(N3CCOCC3)CC2)nc2c(NCc3nc4ccccc4[nH]3)ncnc21
  A: 0	B: 12	C: 0.6	D: 0.0
> CCOC(=O)c1ccc(Nc2nnc(-c3cc4c(ccc5ccccc54)oc3=O)s2)cc1
  A: 19	B: 6	C: -1.6	D: 0.1
> Cc1nccn1CCOc1ccccc1Cl
  A: 2	B: -10	C: 0.1	D: -0.2
> O=C(NCc1noc2ccccc12)Nc1ccc(Cl)cn1
  A: 8	B: 0	C: -0.4	D: 0.5
> Cc1nc2cc(-c3cccc(F)c3)nn2c(N2CCOCC2)c1C
  A: 2	B: -26	C: -0.6	D: 0.7
> CCOC(=O)c1[nH]c2ccccc2c1CN(CC)CC
  A: -20	B: 8	C: 0.9	D: 0.0
> O=c1oc2ccccc2cc1-c1nnc(-c2cccnc2)o1
  A: -6	B: -12	C: -0.4	D: -0.1
> CC(C)C1=NOC(C(=O)N2CCC(CO)(Cc3cccc(C(F)(F)F)c3)CC2)C1 (stereo not drawn)
  A: -3	B: -7	C: 5.2*	D: -0.1
> COc1ccc(OCC(O)Cn2cnc3ccccc32)cc1 (stereo not drawn)
  A: 2	B: -26	C: 0.4	D: 0.0
> COc1cccc(CNCCNC(=O)c2nonc2N)c1
  A: -2	B: -7	C: -1.3	D: -0.1

An excerpt of these results, with each value named.
CCOC(=O)c1ccc(Nc2nnc(-c3cc4c(ccc5ccccc54)oc3=O)s2)cc1
  MITF inh: 19 | TEAD-YAP inh: 6 | GPR151 activ: -1.6 | FBW7 activator: 0.1

Cc1nccn1CCOc1ccccc1Cl
  MITF inh: 2 | TEAD-YAP inh: -10 | GPR151 activ: 0.1 | FBW7 activator: -0.2

Carrying on:
Labels used below: A = MITF inh; B = TEAD-YAP inh; C = GPR151 activ; D = FBW7 activator
> CC(=O)C(C)Oc1cc(C)cc2oc(=O)cc(-c3ccccc3)c12 (stereo not drawn)
  A: 5	B: 6	C: 1.0	D: 0.1
> CC1CN(C(NC(=O)c2cccs2)C(Cl)(Cl)Cl)CC(C)O1 (stereo not drawn)
  A: 0	B: 7	C: -0.8	D: 0.2
> Cc1ccc(S(=O)(=O)Nc2ccccc2CNc2ccc(Cl)cc2)cc1
  A: 16	B: 2	C: -0.8	D: 0.1
> Oc1c(CN2CCCCC2)ccc2cccnc12
  A: 105*	B: 46*	C: -2.5	D: -0.3
> O=C1C2CCCCC2C(=O)N1c1cc(C(F)(F)F)ccc1Cl (stereo not drawn)
  A: 9	B: 9	C: -2.6	D: 0.4
> Cc1cc(C)nc(/N=C(\N)Nc2ccccc2[N+](=O)[O-])n1
  A: 21	B: -2	C: -0.4	D: 0.3
> COc1ccc(Cl)cc1NC(=O)C(=O)NCCc1ccc(OC)c(OC)c1
  A: -16	B: -8	C: -0.8	D: 0.0
> CC(C)n1c(SCCC#N)nc2c1c(=O)n(C)c(=O)n2C
  A: 4	B: -9	C: 0.9	D: 0.5
> Cc1ccc(S(=O)(=O)CCc2nnc(NC(=O)CSc3ccc(Cl)cc3)s2)cc1
  A: 7	B: 8	C: -0.3	D: -0.1
> COc1cccc(N2CCN(C(=O)Cn3ncc4c3-c3cc(C)ccc3OC4)CC2)c1
  A: -5	B: 10	C: -1.7	D: -0.2
> COc1ccccc1C(=O)N1CCC(n2cnc3cc(F)ccc32)CC1
  A: -1	B: -4	C: -0.9	D: 0.1
> O=C1CCCN2N=C(SCc3ccccc3)SC2=N1
  A: 14	B: -52	C: -1.8	D: 0.2
> COc1ccccc1-n1cc([C@@H]2C[C@H]3CN(c4ccccc4)C(=O)[C@]34CCCN24)cn1
  A: -5	B: 9	C: -0.9	D: 0.1
> Cc1ccc(S(=O)(=O)N(/C=C2\Sc3ccccc3C2=O)c2ccc([N+](=O)[O-])cc2)cc1
  A: 9	B: -9	C: -1.8	D: -0.7
> O=C(NC(c1ccccc1)c1cnccn1)C1CCN(S(=O)(=O)c2cccs2)CC1 (stereo not drawn)
  A: -1	B: -4	C: -0.8	D: 0.3
> COc1ccccc1C(=O)Nc1nc(-c2ccc(I)cc2)cs1
  A: 2	B: 1	C: -0.8	D: 0.1
> CN1C(=O)/C(=C/c2cc(Cl)cc(Cl)c2O)NC1=S
  A: -28	B: 22	C: -0.2	D: 0.0
> CCN(C(=O)c1cccc(S(=O)(=O)N(C)C)c1)C12CC3CC(CC(C3)C1)C2
  A: -10	B: -2	C: 2.1	D: -0.1
> O=C(Cn1nnc(-c2ccccc2NC(=O)c2cnccn2)n1)NC1CCCC1
  A: 1	B: 4	C: 0.1	D: -0.1
> Cc1cccc(NC(=O)Nc2cccc(C)n2)n1
  A: 15	B: -11	C: -1.4	D: 0.3
> CCS(=O)(=O)N1CCN(C(=O)c2ccccc2F)CC1
  A: -8	B: -8	C: -2.0	D: -0.1
> N#CCn1c(=O)n(Cc2ccc3c(c2)OCO3)c(=O)c2ccccc21
  A: 10	B: -18	C: 0.2	D: 0.1
> CC(=O)Nc1ccc2nc(SCC(=O)NCC3CCCO3)sc2c1 (stereo not drawn)
  A: 1	B: -1	C: 0.3	D: -0.1
> COc1ccccc1-n1c(CNC(=O)c2ccc(S(=O)(=O)N3CCOCC3)cc2)nnc1SCC(=O)Nc1cccc(C)c1
  A: -6	B: 3	C: -0.1	D: -0.1
> CCCCN(CC)C(=O)c1ccccc1OCC
  A: 6	B: 0	C: 0.3	D: 0.0

Molecules above that contain an NH in an aromatic ring, in the order listed:
Labels used below: A = MITF inh; B = TEAD-YAP inh; C = GPR151 activ; D = FBW7 activator
> CC(C)n1c(N2CCC(N3CCOCC3)CC2)nc2c(NCc3nc4ccccc4[nH]3)ncnc21
  A: 0	B: 12	C: 0.6	D: 0.0
> CCOC(=O)c1[nH]c2ccccc2c1CN(CC)CC
  A: -20	B: 8	C: 0.9	D: 0.0

(more compounds)
Labels used below: A = MITF inh; B = TEAD-YAP inh; C = GPR151 activ; D = FBW7 activator
> O=C(CSc1nnc(-c2cccnc2)o1)Nc1nc(-c2ccccc2)cs1
  A: 10	B: 3	C: 7.5*	D: -0.1
> COc1ccc(OC)c(C(C)NC(=O)c2ccc(F)cc2)c1 (stereo not drawn)
  A: 26	B: 5	C: 5.4*	D: 0.2
> CC(=O)N1CCN(S(=O)(=O)c2ccc(S(=O)(=O)N3CCCC3)cc2)CC1
  A: -18	B: 2	C: 1.0	D: 0.0
> COc1ccc(C(=O)Nc2ccccc2F)c(OC)c1
  A: -4	B: -73	C: -1.3	D: 0.1
> CCOc1cc(Cl)c(S(=O)(=O)N2CCN(CC)CC2)cc1Cl
  A: -3	B: -7	C: -0.3	D: 0.7
> Cc1cccc(/C=N\Nc2nnc(-c3ccccc3)c(=O)[nH]2)c1
  A: 13	B: 6	C: 0.1	D: 0.0
> COc1ccc(CCNc2cc(Nc3cnccn3)ncn2)cc1
  A: 12	B: 3	C: -1.1	D: 0.0

Looked up above:
Result of `COc1ccc(C(=O)Nc2ccccc2F)c(OC)c1` under GPR151 activ: -1.3
Result of `CC(=O)N1CCN(S(=O)(=O)c2ccc(S(=O)(=O)N3CCCC3)cc2)CC1` under GPR151 activ: 1.0
Result of `COc1ccc(OC)c(C(C)NC(=O)c2ccc(F)cc2)c1` (stereo not drawn) under MITF inh: 26

Source: PubChem
